FID counter = compounds displacing fluorescent DNA intercalator, primary screen, artefact control for HCV NS3 helicase inhibitor project, biochemical, FID fluorescence; DNA fluorescent intercalator displacement; inhibition, % at 7.9 µM; 290,000 tested, 0.17% active; in the data active = inhibition above about 37%;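 note: 0% = vehicle and 100% = reference compound; higher means more ethidium bromide displaced from hairpin DNA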
PHOSPHO1 inh = PubChem AID 1565; 290,000 tested, 1.1% active; Phosphoethanolamine/phosphocholine phosphatase (Homo sapiens), Q8TCT1; inhibition, % at 13.3 µM; recombinant PHOSPHO1, absorbance phosphatase assay; in the data active = inhibition above about 60%
Target sequence (Q8TCT1 whole entry, looked up): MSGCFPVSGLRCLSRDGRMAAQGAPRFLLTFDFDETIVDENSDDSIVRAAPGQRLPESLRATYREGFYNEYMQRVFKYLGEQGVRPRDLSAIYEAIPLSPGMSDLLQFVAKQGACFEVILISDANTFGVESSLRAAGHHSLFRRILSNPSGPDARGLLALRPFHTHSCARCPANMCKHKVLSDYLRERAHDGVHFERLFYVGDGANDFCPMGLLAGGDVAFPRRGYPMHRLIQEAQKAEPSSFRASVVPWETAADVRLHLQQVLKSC
V1aR counter = agonists of human V1a receptor, primary screen, counter-screen for OXTR agonist project, fluorescence, CHO-V1R cells. Fluo-8 calcium fluorescence, agonist mode; 0% DMSO, 100% 3 nM vasopressin. Vasopressin V1a receptor (Homo sapiens), P37288. activation, % at 3 µM. 320,000 tested, 0.25% active;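 active = activation above the mean activation of all tested compounds plus 3 SD, per screening run, cut at about 20% in these data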;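 note: signal is peak over basal fluorescence ratio across a 100 second FLIPR read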
GalR3 antagonist = GalR3 antagonists in HEK293 cells, primary screen, cell-based, fluorescence readout; Galanin receptor type 3 (Homo sapiens), O60755; HEK293 GalR3-CNG cAMP membrane potential fluorescence; galR3 body fused to GalR1 C-terminus; inhibition, % at 3 µM; 360,000 tested, 0.44% active; AID 651719, 2012;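 active = inhibition above the screen-wide average plus 3 SD, cut at about 13% in these data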;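 note: forskolin and galanin both at EC90 stimulate the cells; cAMP rise reported by CNG channel membrane potential dye signal; 0% = forskolin plus galanin with DMSO and 100% = forskolin alone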
Target sequence (O60755 1-299 limits assumed): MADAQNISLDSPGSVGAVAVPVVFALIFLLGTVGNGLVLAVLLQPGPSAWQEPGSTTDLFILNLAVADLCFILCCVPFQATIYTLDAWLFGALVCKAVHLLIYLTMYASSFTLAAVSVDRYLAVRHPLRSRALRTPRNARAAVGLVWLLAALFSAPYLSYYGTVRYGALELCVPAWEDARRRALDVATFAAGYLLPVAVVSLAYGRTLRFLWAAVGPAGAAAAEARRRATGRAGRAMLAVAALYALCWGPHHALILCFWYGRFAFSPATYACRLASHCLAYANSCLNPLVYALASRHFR
HCV NS3 hel inh = inhibitors of HCV NS3 helicase, primary screen, biochemical, Cy5 molecular beacon fluorescence | Hepatitis C virus NS3 helicase | NS3 helicase DNA unwinding | inhibition, % at 10.9 µM | 290,000 tested, 0.56% active;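 active = inhibition above the mean of all tested compounds plus 3 SD, set per campaign, cut at about 35% in these data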;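 note: 0% = DMSO wells and 100% = thioflavine S control wells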
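System: NS3 helicase fragment of HCV / Schedule: 1 h at 25 °C / Control set: DMSO alone as 0% and 110 µM thioflavine S as 100% / Reagent: Cy5/quencher beacon DNA duplex and ATP to start / Technique: Cy5 fluorescence / Replication: singlicate / Evaluation: % inhibition of end-to-start signal ratio versus controls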
GPR7 antag = GPR7 receptor antagonists, primary screen, cell-based, fluorescence, single concentration; GPR7-expressing cells, fluorescence antagonist assay; inhibition, % at 4.4 µM; 290,000 tested, 1.1% active; AID 1861, 2009; in the data active = inhibition above about 16%, passing the limit was not always enough;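 note: cells stimulated with the agonist NPW; 0% = agonist with vehicle and 100% = vehicle without agonist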
VIM-2 inh = VIM-2 metallo-beta-lactamase inhibitors, primary screen, biochemical, epi-absorbance readout, Pseudomonas aeruginosa enzyme. purified VIM-2, nitrocefin hydrolysis, epi-absorbance fluorescence. inhibition, % at 5.6 µM. 290,000 tested, 0.89% active. AID 1527, 2009;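 active = inhibition above the mean of all tested compounds plus 3 SD, cutoff set per screening run, cut at about 7.5% in these data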;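 note: red hydrolysis product quenches plate fluorescence so inhibitors raise well fluorescence; 0% = enzyme with DMSO and 100% = DMSO without enzyme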
OXTR agonist = human OXTR agonists, primary screen, fluorescence, CHO-OTR cells, Fluo-8 calcium | Oxytocin receptor (Homo sapiens), P30559 | Fluo-8 calcium fluorescence; normalized: DMSO 0%, oxytocin 100% | activation, % at 3 µM | 320,000 tested, 0.32% active | AID 2435, 2010;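 active = activation above the mean of all tested compounds plus 3 SD, cutoff set per screening run, cut at about 20% in these data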;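 note: peak over basal fluorescence ratio from a 100 s FLIPR kinetic read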
Target sequence (P30559 whole entry, looked up): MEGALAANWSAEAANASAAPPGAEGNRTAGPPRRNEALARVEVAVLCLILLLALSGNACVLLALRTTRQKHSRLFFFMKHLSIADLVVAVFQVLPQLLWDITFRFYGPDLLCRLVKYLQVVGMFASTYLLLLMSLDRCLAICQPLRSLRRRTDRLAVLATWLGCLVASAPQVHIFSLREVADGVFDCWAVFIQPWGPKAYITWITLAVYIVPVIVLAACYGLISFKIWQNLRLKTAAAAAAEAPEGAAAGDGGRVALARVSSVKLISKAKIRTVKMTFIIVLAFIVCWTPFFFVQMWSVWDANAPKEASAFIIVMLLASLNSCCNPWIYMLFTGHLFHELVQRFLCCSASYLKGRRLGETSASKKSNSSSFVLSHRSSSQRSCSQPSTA
IMP-1 inh = IMP-1 metallo-beta-lactamase inhibitors, primary screen, biochemical, epi-absorbance readout, Pseudomonas aeruginosa enzyme; 290,000 tested, 0.45% active; purified IMP-1, nitrocefin hydrolysis, epi-absorbance fluorescence; metallo-beta-lactamase IMP-1 (Pseudomonas aeruginosa); AID 1556, 2009; inhibition, % at 5.6 µM;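 active = inhibition above the mean plus 3 SD of all compounds in the same screening run, cut at about 4.5% in these data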;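 note: 0% = IMP-1 with DMSO and 100% = DMSO wells lacking enzyme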
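System: purified recombinant IMP-1 beta-lactamase. Medium: Zinc- and detergent-supplemented HEPES buffer, pH 7.1. Compound: one 5.6 µM dose […]. Schedule: 15 min preincubation plus 25 min reaction at 25 °C. Technique: Epi-absorbance fluorescence, 480 nm excitation, 530 nm emission.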
* marks the source's active call; other numbers are inactive results; . = no result given.

| SMILES | FID counter | PHOSPHO1 inh | V1aR counter | GalR3 antagonist | HCV NS3 hel inh | GPR7 antag | VIM-2 inh | OXTR agonist | IMP-1 inh |
| --- | --- | --- | --- | --- | --- | --- | --- | --- | --- |
| O=C(N/N=C/c1ccc(Cl)cc1)c1n[nH]c2c1CCCC2 | -8 | 32 | 0.9 | 10 | 6 | 11 | -3.4 | 1.6 | -3.6 |
| O=C(NCc1cccs1)C1CCCN1C(=O)Nc1cccc(Cl)c1 (stereo unspecified) | -3 | 42 | -0.2 | -1 | -1 | -15 | -0.3 | -0.5 | -1.6 |
| Cc1cc(N2CCCC2=O)cc(C)c1S(N)(=O)=O | 4 | -8 | 0.2 | -7 | -1 | -10 | -4.4 | 0.2 | -4.4 |
| O=C(O)CCC(=O)Nc1ccc(Br)c(Cl)c1 | -5 | 6 | 0.1 | -2 | 0 | -7 | -2.9 | -0.1 | -2.8 |
| CCN(CC(=O)Nc1c(F)cccc1F)C(=O)c1cccnc1SC | -6 | 33 | 0.2 | -1 | 5 | -3 | -1.3 | -0.2 | -2.3 |
| CSc1ccccc1C(=O)Nc1ccccc1C | -1 | 42 | -0.1 | -5 | 7 | 3 | -2.5 | -0.7 | -2.4 |
| Cc1ccc(C)c(NC(=O)Nn2cnnc2)c1 | -3 | 6 | 0.2 | -2 | -1 | 8 | 0.8 | 0.0 | 0.8 |
| CC1CC(C)CN(CCCNC(=O)CN2C(=O)c3cccnc3Oc3ccccc32)C1 (stereo unspecified) | 6 | 38 | 0.6 | 3 | 6 | -7 | -1.4 | 0.1 | -1.4 |
| CC(=O)OC(C(=O)NC1CCCCC1)c1ccc(Cl)cc1 (stereo unspecified) | -3 | 26 | 1.1 | -2 | 3 | -4 | 0.1 | -0.2 | -3.1 |
| CCOC(=O)N1CCN(C(=O)c2ccc3c(c2)NC(=O)/C(=C\c2cccc(C)c2)S3)CC1 | -51 | 0 | 6.8 | -1 | 1 | 2 | -2.7 | 1.7 | -4.9 |
| CNc1c(NS(=O)(=O)c2ccc(Cl)cc2)c(=O)oc2ccccc12 | -6 | 31 | 4.3 | -7 | -8 | -11 | 2.3 | 4.0 | -0.2 |
| COc1ccccc1N1CCN(C(=O)Cn2c(=O)[nH]c3ccsc3c2=O)CC1 | -6 | 15 | 9.3 | -7 | -1 | 6 | -7.0 | -0.2 | -4.4 |
| O=C(Nc1ccccc1)C1C2/C=C\CCCCC21 (stereo unspecified) | -2 | 42 | -1.3 | -1 | 4 | -6 | -1.4 | -1.8 | -2.5 |
| Cc1ccc(C(=O)Oc2ccc(N3C(=O)CCC3=O)c(C)c2)cc1 | -10 | 26 | 1.5 | -1 | 3 | 3 | 1.4 | 0.1 | -0.2 |
| O=C(Cc1ccc(Cl)cc1)NC(=S)Nc1ccccc1N1CCOCC1 | -8 | -4 | 13 | -11 | 6 | 4 | -2.1 | 1.4 | 1.1 |
| Cc1csc(Nc2nc(N)c(C(=O)Nc3ccccc3)o2)n1 | -7 | 24 | 0.5 | -8 | 8 | -10 | -1.3 | -1.5 | -0.1 |
| COc1ccc(N2CCN(c3oc(-c4ccc(OC)c(OC)c4)nc3C#N)CC2)cc1 | 5 | -16 | -0.5 | 3 | -8 | -2 | 1.1 | -0.1 | -1.9 |
| CCC(=O)c1cn(CC(=O)Nc2ccc(OC)cc2)c2ccccc12 | -8 | 24 | 3.1 | -8 | -3 | 10 | -1.6 | 0.4 | 0.7 |
| CCOC(=O)c1c(C)nc(-c2ccccc2)nc1N | -3 | 7 | -1.5 | -6 | -3 | -7 | -5.1 | -1.7 | -2.6 |
| COc1ccccc1C(=O)NCCC(=O)N(Cc1ccco1)Cc1cccs1 | -39 | 32 | 2.4 | -3 | 14 | 2 | 0.8 | 0.1 | -0.4 |
| COC(=O)c1ccccc1NC(=S)NC(=O)c1ccc2ccccc2c1 | -3 | -9 | 0.4 | -4 | 13 | -7 | -1.2 | -0.8 | -0.5 |
| COc1cc(/C=C2\NC(=O)NC2=O)cc(Br)c1OC | -5 | 29 | 2.2 | -8 | 11 | 3 | -2.3 | 0.0 | -3.2 |
| CC1CCN(CCCNS(=O)(=O)c2ccc3c(c2)CCN3C(=O)C2CC2)CC1 | 5 | 28 | -0.6 | -4 | 3 | -14 | 3.0 | -1.0 | -1.4 |
| O=C(Nc1ccccc1C(=O)NCCCn1ccnc1)c1ccccc1 | 13 | -9 | 0.0 | . | 2 | -3 | 2.1 | 0.2 | -3.8 |
| COc1ccccc1CNC(=O)c1cc2ccccc2o1 | -15 | 19 | 1.2 | -7 | 0 | 1 | -1.9 | -1.0 | -3.7 |
| Cc1ccc(/C=N/Nc2nnc(Cl)c3ccccc23)cc1 | 1 | -6 | -0.7 | -4 | -2 | 2 | 0.2 | -1.8 | -4.4 |
| CCOC(=O)c1ccc(N2Cc3ccccc3C2=NC(=O)c2cccs2)cc1 | -1 | 6 | . | 2 | -5 | 2 | -1.9 | . | -4.3 |
| COc1nc(-c2ccccc2)ccc1-c1noc(-c2cccnc2)n1 | -4 | -4 | -1.0 | -3 | 7 | -9 | -2.3 | -0.4 | -1.9 |
| CC(C)(C)c1ccc(C2=CSC3=NCCN23)cc1 | 5 | . | 4.2 | -7 | 1 | -6 | 0.1 | 0.3 | -3.8 |
| Cc1nn(-c2ccccc2)c(N2CCCC2)c1/C=N/n1cnc2scc(-c3ccccc3)c2c1=O | -2 | -80 | -0.3 | -2 | -4 | -6 | -1.6 | -0.5 | -0.7 |
| CCOC(=O)CSc1nc(COc2ccccc2)nc2ccccc12 | -27 | -11 | 0.8 | 0 | 27 | -17 | -1.3 | 0.6 | -4.3 |
| CSC1=N/C(=C\c2ccc(F)cc2)C(=O)S1 | 3 | 49 | -0.1 | 5 | 12 | -1 | -1.1 | -0.6 | 2.2 |
| CCOc1ccc(CN(C)C(=O)Cc2c[nH]c3ccccc23)cc1 | -29 | 20 | . | -10 | -3 | 14 | 1.3 | . | -0.9 |
| CC(C)NC(=O)CSc1nnc(-c2ccc(S(=O)(=O)N3CCCC3)cc2)n1CC1CCCO1 (stereo unspecified) | -12 | 43 | 2.2 | 2 | -6 | -9 | -1.9 | 0.3 | -1.9 |
| COc1ccccc1C1Nc2ccccc2NC2=C1C(=O)CC(C)(C)C2 (stereo unspecified) | -16 | 19 | -0.2 | -12 | 2 | -15 | 0.1 | 0.1 | 0.6 |
| COc1ccccc1CNc1ccc(N2CCCCC2)cc1 | 0 | 10 | -1.4 | . | 10 | -8 | -4.7 | 0.0 | -3.4 |
| CCOc1cc(NC(=O)c2ccco2)c(OCC)cc1NC(=O)Cc1ccc(OC)c(OC)c1 | -11 | 7 | -1.1 | -5 | 10 | -10 | -1.3 | -1.3 | -1.0 |
| O=C(Cn1c(=O)n(CC(=O)N2CCCCC2)c(=O)c2sccc21)NCc1ccccc1 | -12 | 7 | 0.2 | 2 | 9 | -8 | -1.6 | 0.7 | -1.3 |
| CCCCSc1nc2sc3c(c2c(=O)[nH]1)CC(C)(CC)OC3 (stereo unspecified) | -12 | 2 | 0.1 | -8 | 2 | -25 | -0.3 | -1.6 | -2.0 |
| C(=N\N1CCOCC1)/c1nc(-c2ccccc2)n2ccccc12 | -4 | 53 | -1.1 | 0 | 4 | -8 | -0.2 | -1.5 | -4.0 |
| CCCC[C@H]1COCCS(=O)(=O)N1Cc1ccc(Br)cc1 | -22 | 4 | -0.3 | -6 | -6 | -3 | -2.4 | -1.2 | -1.0 |
| Cn1cc(S(=O)(=O)Nc2cccc(F)c2)c(=O)n(C)c1=O | -2 | 6 | 1.0 | . | 2 | 0 | -2.0 | 0.9 | -0.2 |
| C/C(CCC1CC(C)OC1=O)=N/Nc1nc(-c2ccccc2)cs1 (stereo unspecified) | -9 | 34 | -0.2 | -5 | 13 | -2 | -1.4 | -0.7 | -2.7 |
| O=C(Nc1cccc(NC(=O)c2cccs2)c1)c1ccc2c(c1)OCCO2 | -8 | 2 | -0.7 | -1 | 4 | -1 | -0.8 | -1.5 | -0.6 |
| CCCC(=O)Nc1cc(-c2nc3ncccc3o2)ccc1C | -3 | 8 | 0.5 | -1 | 2 | -9 | -1.9 | -0.1 | -2.2 |
| O=C(Cn1cnc(S(=O)(=O)N2CCCCC2)c1)N1CCN(c2ccc([N+](=O)[O-])cc2)CC1 | -24 | 1 | -0.1 | . | -12 | -10 | -2.0 | -0.2 | -1.7 |
| O=C1c2ccccc2C(Nc2ccc3c(c2)OCCO3)N1Cc1ccc2c(c1)OCO2 (stereo unspecified) | -20 | 2 | -0.2 | -4 | 1 | 9 | -5.3 | -1.2 | -2.9 |
| CC(=O)c1cnc(Nc2ccccc2)s1 | -1 | -14 | -0.7 | -3 | 1 | -10 | -1.7 | -1.5 | -2.9 |
| CN(C)c1ccc(NC(=O)Nc2ccc3snnc3c2)cc1 | 12 | 35 | 9.0 | 0 | 5 | -2 | -2.1 | 10 | -3.3 |
| S=C(NCCCN1CCOCC1)N(Cc1ccccc1)Cc1ccccc1 | 7 | 18 | 2.5 | -10 | -25 | -1 | -1.3 | 3.0 | -1.6 |
| Cc1ccc(NC(=S)N2CCN(C(=O)C3CCCO3)CC2)cc1 (stereo unspecified) | -3 | -5 | 0.0 | 7 | 7 | 3 | -1.2 | -0.1 | -2.2 |
| COc1ccc(C(=O)Cn2nnc(-c3ccccc3NC(=O)C(F)(F)F)n2)cc1 | -3 | 3 | 0.1 | 0 | -3 | 0 | -2.8 | -0.8 | -2.1 |
| CCOC(=O)c1cnc2ccc(OC)cc2c1Nc1ccc2c(c1)OCCO2 | -2 | 6 | -0.8 | -5 | -22 | 11 | -6.4 | -2.6 | -0.7 |
| O=C(C[n+]1ccccc1)c1ccc(-c2ccccc2)cc1 | 5 | -7 | 2.4 | -4 | -3 | -8 | -2.2 | 1.0 | -0.5 |
| O=C(NC12CC3CC(CC(C3)C1)C2)C1CC(=O)N(c2ccccc2)C1 (stereo unspecified) | -18 | -4 | 4.3 | 3 | -6 | -5 | -4.1 | 1.5 | 1.1 |
| C#CCn1c(=NC(=O)c2ccc(S(=O)(=O)N3CCCc4ccccc43)cc2)sc2cc(S(N)(=O)=O)ccc21 | -1 | 6 | 0.9 | 4 | 7 | -9 | -2.5 | 1.2 | 1.1 |
| Nc1c(Cl)cc(S(N)(=O)=O)cc1S(N)(=O)=O | 0 | 37 | . | -5 | 1 | -10 | -1.0 | . | -2.1 |
